# Screens from PubChem.
# TRPM1 prom inh – MITF TRPM1 promoter inhibition in SK-MEL-5 cells. inhibition, % at 12.5 µM. SK-MEL-5 TRPM1 promoter luciferase, 24 h. 330,000 compounds, 0.83% hits. AID 488899;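 active = mean inhibition across replicates of 60% or more, whatever share of single replicates reaches that level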; note: values of inactives mirror those of a sister screen read the other way
# iPSC survival up – hiPSC single-cell survival enhancement; survival enhancement, % at 20 µM; 360,000 compounds, 0.044% hits; ATPlite luminescence; 100% = ROCK inhibitor wells, 0% = DMSO; in the data active = survival enhancement above about 18%;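 note: cells exposed to compounds for 16 hours before the ATP read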
# PDI inh – inhibitors of human protein disulfide isomerase; P07237; PDI insulin aggregation turbidity, A650, 90 min; inhibition, % at 10 µM; 350,000 compounds, 0.052% hits; AID 588391;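 active = mean inhibition across replicates of 30% or more, whatever share of single replicates reach that level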;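 note: absorbance from insulin aggregation driven by PDI reduction with DTT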
# Target sequence (P07237 whole entry, looked up): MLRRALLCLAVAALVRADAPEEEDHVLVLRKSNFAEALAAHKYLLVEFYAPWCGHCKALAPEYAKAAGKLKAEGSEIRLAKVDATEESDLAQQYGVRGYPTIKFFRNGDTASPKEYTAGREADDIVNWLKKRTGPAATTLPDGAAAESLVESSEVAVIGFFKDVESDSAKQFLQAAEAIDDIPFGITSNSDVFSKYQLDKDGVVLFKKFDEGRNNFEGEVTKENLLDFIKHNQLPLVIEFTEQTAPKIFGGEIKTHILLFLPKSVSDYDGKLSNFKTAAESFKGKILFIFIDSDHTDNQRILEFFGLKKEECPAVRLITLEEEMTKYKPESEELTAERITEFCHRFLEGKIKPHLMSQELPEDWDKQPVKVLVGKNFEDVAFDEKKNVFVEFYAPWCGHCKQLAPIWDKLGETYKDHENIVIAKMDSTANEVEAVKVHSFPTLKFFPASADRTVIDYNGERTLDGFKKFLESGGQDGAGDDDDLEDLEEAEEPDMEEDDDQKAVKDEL
# Peg3 promoter – inhibitors of Peg3 promoter; 360,000 compounds, 1.7% hits; HeLa PEG-Prom luciferase reporter, luminescence, overnight; inhibition, % at 20 µM;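 active = inhibition of at least 50% at 20 µM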
# H9c2 protect – modulators protecting cardiomyocytes from myocardial damage. H9c2 cardiomyocytes, H2O2 injury protection, ATPLite, 2 h. 360,000 compounds, 0.63% hits. AID 588492. protection from H2O2 cell death, % at 20 µM;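 active = compounds giving at least 50% protection of heart cells from peroxide-induced death in the single-dose screen, raw or plate-pattern-corrected value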;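 note: 0% = DMSO wells with peroxide and 100% = DMSO wells without peroxide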
# CaV13 ICDI inh – Primary screen for inhibitors of IQ motif and Ca2+-dependent inactivation inhibitor domain binding in CACNA1D, Förster resonance energy transfer in living cells, …; HEK cells, CFP/YFP FRET ICDI-IQ, plate reader, 10 min; percent FRET-ratio fall versus neutral wells; inhibition, % at 12.3 µM; 340,000 compounds, 0.098% hits;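 active = mean replicate inhibition of at least 30% and at least 1% of replicates passing that level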;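 note: 0% = median of the neutral control wells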
# Shn3 3UTR inh – reduces Shn3 3'UTR luciferase signal in osteoblasts; Clone20 osteoblast Shn3 3'UTR firefly luciferase, 24 h; inhibition, % at 12.5 µM; 360,000 compounds, 0.52% hits;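 active = mean inhibition of at least 75% with every replicate also reaching 75%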;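 note: 0% = median of neutral control wells and 100% = pilot-screen positive control compound; some compounds past the cut are filed as inactive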
# NR2E3 ag-1 – agonists of human NR2E3 nuclear receptor. Q9Y5X4. AID 602229. CHO-S Gal4-NCOR/VP16-NR2E3 two-hybrid, luciferase. inhibition of corepressor binding, % at 3.98 µM. 360,000 compounds, 0.35% hits;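 active = inhibition above the mean of all tested compounds plus 3 SD, cut at about 70% in these data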;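 note: 0% = DMSO with NR2E3 transfected cells and 100% = cells lacking NR2E3 construct; higher means lower luciferase signal from less NR2E3 corepressor binding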
# HTR2A ag – activates the mouse 5-HT2A serotonin receptor; P35363; CHO-K1 mHTR2A beta-arrestin complementation, luminescence; percent of 30 µM serotonin response; activation, % at 7.6 µM; 360,000 compounds, 0.66% hits;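 active = activation above a run cutoff, the mean activation of all tested compounds plus 3 SD, cut at about 14% in these data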;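 note: 0% = plate median of compound wells and 100% = 30 µM serotonin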
# Target sequence (P35363 whole entry, looked up): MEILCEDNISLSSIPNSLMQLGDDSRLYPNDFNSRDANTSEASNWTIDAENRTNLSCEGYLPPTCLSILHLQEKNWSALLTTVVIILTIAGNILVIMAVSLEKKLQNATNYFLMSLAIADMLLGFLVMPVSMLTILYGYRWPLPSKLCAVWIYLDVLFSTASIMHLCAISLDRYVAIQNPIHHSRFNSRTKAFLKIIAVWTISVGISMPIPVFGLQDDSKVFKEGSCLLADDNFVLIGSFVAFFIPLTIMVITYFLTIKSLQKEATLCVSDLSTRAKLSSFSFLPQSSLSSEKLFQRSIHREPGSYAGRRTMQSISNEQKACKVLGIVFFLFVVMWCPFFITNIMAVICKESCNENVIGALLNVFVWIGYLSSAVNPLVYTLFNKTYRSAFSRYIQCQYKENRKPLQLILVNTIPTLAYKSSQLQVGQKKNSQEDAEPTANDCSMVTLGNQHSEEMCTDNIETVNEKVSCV
# NR2E3 ag-2 – NR2E3 (human) agonism. GST-NR2E3/biotin-RetCOR TR-FRET, 1536-well. AID 2300. inhibition of corepressor binding, % at 4.78 µM. Q9Y5X4. 320,000 compounds, 0.12% hits;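 active = percent inhibition above the cutoff of mean plus 3 SD of all tested compounds, set per screening campaign, cut at about 20% in these data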;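 note: 0% = DMSO wells and 100% = biotin wells as full block of FRET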
#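 Material – GST-tagged NR2E3 plus biotinylated RetCOR corepressor · Quantity – NR2E3 fusion 1.35 nM · Times – 5 h incubation at 4 °C · Medium – pH 7.5 Tris-based buffer · Technique – TR-FRET, Eu(K)-anti-GST donor, streptavidin-D2 acceptor, ex 340, em 617/671 nm · Benchmarks – high control biotin, low control 0.6% DMSO · Format – 1536-well plates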
# HIF-2a block – inhibitors of HIF-2a | AID 624352 | 786-0 RCC cells HIF-2a reporter, luciferase luminescence, overnight | inhibition, % at 18.8 µM | 360,000 compounds, 0.72% hits;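 active = inhibition of the luminescence signal of 40% or more relative to plate controls, in a single-dose primary screen at 18.75 µM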
# * = called active by the depositor; / = not tested or not shown.
# Start of the listing, in advance:
SMILES,TRPM1 prom inh,iPSC survival up,PDI inh,Peg3 promoter,H9c2 protect,CaV13 ICDI inh,Shn3 3UTR inh,NR2E3 ag-1,HTR2A ag,NR2E3 ag-2,HIF-2a block
COc1ccccc1NC(=O)CC1Nc2ccccc2NC1=O (stereo not drawn),7.0,-0.7,7.5,5.8,4.8,-8.5,10.6,-19.7,-2.5,-2.0,-6.4
COc1cccc(C(C(=O)NCC2CCCO2)N(C(=O)Cn2nnc3ccccc32)c2ccc(NC(C)=O)cc2)c1 (stereo not drawn),-5.8,-0.4,10.6,-1.3,0.2,-3.2,12.8,4.1,2.1,3.7,9.7

# The list itself, from the start:
SMILES,TRPM1 prom inh,iPSC survival up,PDI inh,Peg3 promoter,H9c2 protect,CaV13 ICDI inh,Shn3 3UTR inh,NR2E3 ag-1,HTR2A ag,NR2E3 ag-2,HIF-2a block
COc1ccccc1NC(=O)CC1Nc2ccccc2NC1=O (stereo not drawn),7.0,-0.7,7.5,5.8,4.8,-8.5,10.6,-19.7,-2.5,-2.0,-6.4
COc1cccc(C(C(=O)NCC2CCCO2)N(C(=O)Cn2nnc3ccccc32)c2ccc(NC(C)=O)cc2)c1 (stereo not drawn),-5.8,-0.4,10.6,-1.3,0.2,-3.2,12.8,4.1,2.1,3.7,9.7
COc1ccc(CCNC(=O)COC(=O)Cc2cccc3ccccc23)cc1,-1.2,0.7,19.0,-4.2,3.6,-6.7,-11.9,-21.6,0.7,1.7,2.3
CC1Oc2ccccc2N(CC(=O)Nc2ccc3c(c2)OCO3)C1=O (stereo not drawn),-14.7,-0.5,8.5,-8.9,3.8,-3.1,-3.9,-25.9,-3.4,2.9,-5.0
O=C(COc1ccccc1)N1CCCCCCC1,6.9,-0.1,1.1,3.3,-0.9,-7.5,-7.2,-16.0,12.8,-0.1,12.5
CCOC(=O)CSCc1c(C#N)c2ccccc2n1C,-17.5,-0.8,-2.0,-8.6,6.3,/,-15.3,-8.5,-1.7,-0.4,-9.6
Cc1cc(-c2ccc(C)c(S(=O)(=O)N3CCN(c4ccc([N+](=O)[O-])cc4)CC3)c2)on1,23.7,-0.4,-2.1,18.6,0.1,-7.4,2.6,-25.8,-4.9,-29.0,18.4
O=S1(=O)CCN(OCc2ccc(Cl)cc2)CC1,5.5,-0.9,-8.8,1.6,-8.9,-3.9,-25.4,9.7,-3.1,-1.8,4.1
CC(NC(=O)C(=O)N/N=C\c1cccc([N+](=O)[O-])c1)c1ccccc1 (stereo not drawn),2.5,4.6,-4.6,8.0,-2.0,-5.2,-2.3,7.6,-0.8,3.6,3.6
Cc1cccc(N2CN=c3s/c(=C\c4ccncc4)c(=O)n3C2)c1,7.2,-0.4,-4.5,3.7,-2.4,/,3.5,9.6,4.3,/,11.3
COc1ccc(S(=O)(=O)N2CCCC2CNC(=O)c2cccc(OC)c2)cc1 (stereo not drawn),-5.1,0.2,-1.5,-2.7,0.0,-5.5,-8.3,-26.2,-2.0,1.0,-4.4
CCN(CC)C(=O)n1nc(C)c(CN2C(=O)c3ccccc3C2=O)c1C,-1.4,-1.8,-11.2,-0.4,-1.0,/,6.0,1.1,5.6,3.6,19.7
O=S(=O)(NCc1ccc(F)cc1)c1ccc(-n2cnnn2)cc1,9.4,0.2,-0.6,2.7,-2.2,-10.8,-2.5,16.8,4.8,-1.1,6.2
O=C(CN1C(=O)CSCC1=O)NCc1ccc(F)cc1,10.8,0.2,-5.1,-8.7,-2.2,-6.7,-12.5,-13.0,0.0,1.9,1.0
CN1CCN(C(=O)/C(=C\c2cccs2)NC(=O)c2ccccc2)CC1,4.3,-0.7,-2.0,9.3,3.1,-6.8,7.5,-14.5,-5.1,-3.3,14.1
CCn1ccnc1CN(C)Cc1nc(-c2cccc(Cl)c2)no1,-7.9,0.8,4.3,-83.9,-8.0,-3.6,3.4,-0.7,1.3,0.5,-102.7
N#C/C(=C\c1ccccc1Cl)C(=O)Nc1ccccn1,9.0,0.2,15.4,-1.3,-5.7,-5.3,4.4,0.1,6.8,1.7,10.2
COc1ccc(N2CCN(C(=O)C3CCCN(c4ncnc5c4nc4n5CCCCC4)C3)CC2)cc1 (stereo not drawn),7.4,-0.2,-3.1,34.6,24.3,-7.9,10.1,29.8,9.9,-1.3,9.6
CCOC(=O)Nc1ccc(=O)n(Cc2c(Cl)cccc2Cl)c1,5.8,7.9,-4.4,4.8,11.8,-4.9,-8.4,14.8,-1.2,-0.7,1.6
COc1ccc(-c2noc(CCC(=O)N3CCN(c4ccccc4OC)CC3)n2)cc1,6.4,0.4,-8.7,-6.7,12.1,-3.8,10.3,-8.5,1.4,/,-17.6
N/C(Cc1ccc([N+](=O)[O-])cc1)=N\OC(=O)c1ccc2ccccc2c1,12.9,-0.7,-5.9,81.3*,-22.2,-5.7,-1.8,-25.6,3.4,-1.7,-66.5
COCCOC(=O)c1c(C)n(C)c2ccc(OC(=O)c3ccccc3OC)cc12,-20.4,0.0,6.0,-32.6,12.5,-20.3,-31.6,13.6,8.8,-2.2,1.5
COc1cccc(NC(=O)N(C2CCCCC2)C(C)c2cccs2)c1 (stereo not drawn),-2.6,-0.7,2.4,2.8,-4.7,-7.6,2.2,-5.8,0.2,2.6,-27.4
O=C1NC[C@@H](CCCCN2C[C@H](Cc3ccccc3)N(CCC3CCCCC3)C(=O)C2=O)N(Cc2ccccc2)C1=O,/,-0.5,/,/,/,-1.4,/,-14.3,15.4*,/,-1.5
CCCc1nc(Nc2nc3ccccc3o2)nc(C)c1C(=O)OCC,-113.1,-4.0,-10.3,-282.6,-3.1,-6.5,-47.1,-106.2,2.0,-0.2,-255.4
COc1cc(NS(=O)(=O)c2ccc(NC(=S)NC(=O)c3ccco3)cc2)ncn1,-6.7,0.4,-0.3,11.2,1.9,-5.4,-4.5,-5.1,2.9,-1.5,8.4
CCn1c(=O)c(CCC(=O)NCC2CCCO2)c(C)c2c(C)nn(-c3ccc(C)cc3)c21 (stereo not drawn),13.9,-0.5,-10.6,32.6,11.3,-2.9,25.6,-38.2,-4.2,-1.2,15.5
CCN(CC)S(=O)(=O)c1ccc2c(c1)nc(SCC(=O)NC1CC1)n2-c1ccccc1OC,-7.4,-1.9,-1.0,11.7,4.4,/,10.5,-7.2,-4.7,-1.1,18.2
CCOc1ccc(-c2nnc(NC3=NCCCCC3)o2)cc1,-51.7,4.6,0.1,-325.9,-5.7,/,-73.8,-116.1,-0.2,-1.0,-245.2
O=C(NCC1CCCO1)c1ccc(NC(=O)c2cccc([N+](=O)[O-])c2)cc1 (stereo not drawn),-8.0,-0.4,1.4,9.7,4.8,-4.1,4.3,0.7,0.3,-0.1,17.3
CCOc1ccc(NC(=O)C(CC(=O)O)Cc2ccc(C)cc2)cc1 (stereo not drawn),-0.6,0.8,0.4,18.8,3.9,-3.0,2.2,-18.8,6.5,/,15.0
Cc1ccnc(NC(=O)C(C)N2C(=O)c3ccccc3C2=O)c1 (stereo not drawn),7.2,-0.3,2.4,-2.3,2.4,-1.8,15.0,2.3,-0.4,-0.7,14.5
Cc1cc(NC(=O)COC(=O)C2CC(=O)N(c3cccc(C)c3C)C2)no1 (stereo not drawn),-2.7,-0.7,-0.2,11.4,-0.4,-4.1,-12.1,-12.7,4.2,1.5,17.2
COc1ccccc1NC(=O)N1CCCC1C(=O)NCCc1ccccc1 (stereo not drawn),11.0,0.0,6.0,12.1,0.1,-3.7,7.9,3.1,-0.9,3.2,9.4
COCCn1c(=N)c(S(=O)(=O)c2ccc(F)cc2)cc2c(=O)n3cccc(C)c3nc21,-22.7,0.5,-3.5,-18.3,-7.8,29.0,8.1,-29.3,2.4,-4.7,9.3
Cc1ccc(C2C(C(=O)c3sc(C)nc3C)=C(O)C(=O)N2CCN2CCOCC2)o1 (stereo not drawn),-7.3,-3.3,1.0,0.2,-0.6,/,-14.8,10.0,3.5,0.1,1.4
COc1cc(CNC(=O)c2cc(-c3cc(C)cc(F)c3)n[nH]2)cc(OC)c1,/,0.4,2.0,15.4,8.8,-6.8,-14.6,4.7,-1.1,/,4.9
COC(=O)CC1(c2ccc(OC)cc2)C(=O)c2ccccc2C1=O,3.2,-0.1,0.0,29.6,-13.9,-4.6,7.2,0.5,-5.0,1.6,3.0
O=S(=O)(Nc1ccc(Cl)cc1)c1cccc2nsnc12,5.0,1.5,0.4,18.9,-4.2,-16.1,2.4,-35.3,-3.1,3.5,15.2
CN(C)CCn1c2c(c(SCC(=O)NCc3ccccc3)nc1=O)CCCC2,-0.4,0.2,-1.8,-6.6,4.8,-7.7,-0.1,9.4,0.0,1.9,13.1
Cc1ccc(-n2c(-c3ccncc3)n[nH]c2=S)cc1,3.1,14.9,1.4,4.7,-3.5,8.6,5.6,-15.9,-2.4,-2.4,17.9
Cc1cccc(C(C)(C)C)c1OCCn1ccnc1,10.3,4.7,-11.0,6.2,-6.8,-4.9,-1.0,-39.8,0.9,1.2,18.5
C=CCn1c(=NC(=O)c2ccco2)sc2cc(C(=O)OCC)ccc21,-12.2,-0.3,-1.7,-48.6,-10.4,-4.6,21.9,-48.8,-1.7,-1.5,-43.2
CNC(=O)C[C@@H]1C(=O)N(c2ccc(OC)cc2)CC1(C)C,/,1.0,-1.2,12.6,-4.7,-10.4,-33.8,11.2,12.4,/,-6.9
COc1ccc(-c2nn[nH]n2)cc1OC,-0.1,0.4,3.6,-7.9,5.6,/,0.4,0.8,-7.2,2.5,17.1
COCCN(C(=O)CSCc1ccccc1)c1c(N)n(Cc2ccccc2)c(=O)[nH]c1=O,-4.1,-0.4,-3.5,11.7,1.1,-1.8,-9.0,-40.0,-2.7,1.8,9.9
Cc1cc(NC(=O)CCC(=O)N(CC(=O)NC2CCCC2)c2cccc(F)c2)no1,-10.5,-0.7,-70.6,7.6,9.2,-3.5,5.0,-1.9,3.8,-2.7,9.6
O=C1C2C(c3ccccc3)C=CC(c3ccccc3)C2C(=O)N1c1cccnc1 (stereo not drawn),-11.8,-0.5,3.0,-4.5,6.5,-2.7,-24.0,-8.5,1.0,0.7,8.0
CCn1c(COc2cccc(OC)c2)nnc1SCC(=O)Nc1cc(OC)ccc1OC,2.8,-2.2,5.1,23.8,-3.0,-2.2,12.4,-30.3,2.0,-0.2,39.5
O=C(C1CCCCC1)N1C[C@H](O)[C@@H](n2cc(-c3ccc(F)cc3)nn2)C[C@@H]1c1ccccc1,/,0.8,2.5,2.3,2.2,-3.6,-3.4,2.1,-6.0,/,10.4
Cc1ncc([N+](=O)[O-])n1Cc1ccc(Br)cc1,12.8,-2.2,-0.3,6.2,2.2,-5.7,0.4,-0.5,0.6,-0.9,11.9

# Looked up above.
# Under Shn3 3UTR inh, `COc1cccc(NC(=O)N(C2CCCCC2)C(C)c2cccs2)c1` (stereo not drawn) is entered as 2.2
# Under CaV13 ICDI inh, `O=C1C2C(c3ccccc3)C=CC(c3ccccc3)C2C(=O)N1c1cccnc1` (stereo not drawn) is entered as -2.7

# This is a random part of the collection, and some 3.9% of all compounds hit somewhere here.
